# PI5P4Ka inh = qHTS for Inhibitors of phosphatidylinositol 5-phosphate 4-kinase (PI5P4K); Phosphatidylinositol 5-phosphate 4-kinase type-2 alpha (Homo sapiens), P48426; PI5P4Kalpha enzyme, ADP-Glo luminescence, 60 min; active compounds read low; max response, %; 330,000 tested, 1.2% active; active means max response of -50% or lower; inconclusive means between -30% and -50%; inactive means -30% or higher; further: value at the top dose of about 77 µM; on the % scale 0 is the no-effect control and ±100 the full control effect
#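 ADP-Glo luminescence end-point read after a 60 min room-temperature kinase reaction of PI5P4Kalpha plus substrate, initiated with ATP at 5 microM final. Buffer: 0.038 M HEPES pH 7.4, EGTA, 0.1% CHAPS, 5% DMSO.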
# EPAC1 antagonist = qHTS for Antagonist of cAMP-regulated guanine nucleotide exchange factor 3 (EPAC1): primary screen; AID 720709, 2013; EPAC1 GEF assay, Rap1b-BODIPY-GDP exchange fluorescence; Potency, µM (highest dose often 115 µM), inactives show top-dose activity change, negative = inhibition, hits mostly inhibitors; Rap guanine nucleotide exchange factor 3 (Homo sapiens), O95398; 360,000 tested, 0.14% active;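 further: potency means the concentration at half of the fitted maximal effect; plate controls were vehicle for no effect and positive control for full effect; nearly all actives have a fitted effect of over 50% in size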
# MmCpn inh = Inhibitors of TCP-1 ring complex (TRiC) of Methanococcus maripaludis (MmCpn): qHTS | Chaperonin Mm-Cpn (Methanococcus maripaludis) | purified Mm-Cpn ATPase, ADP Transcreener TR-FRET | Potency, µM (top dose mostly 76.9 µM), for inactives: top-dose activity, negative = inhibition, usual class: inhibitors | 330,000 tested, 0.031% active | AID 504842, 2011; further: potency means the concentration at half of the fitted maximal effect; on the % scale 0 is the no-effect control and ±100 the full control effect; nearly all actives have a fitted effect of over 80% in size
#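 ATP (10 uM final) was added to archaeal chaperonin (25 nM final) after 10 min exposure to test compound at 37°C; after 30 min further incubation, ADP was detected by competitive TR-FRET.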
# EPAC2 antag = qHTS for Antagonist of cAMP-regulated guanine nucleotide exchange factor 2 (EPAC2): primary screen; Potency, µM (doses to about 114 µM), for inactives: top-dose activity, negative = inhibition, most hits filed as inhibitors; AID 720708, 2013; EPAC2 GEF exchange of Rap1B-BODIPY-GDP, fluorescence; 360,000 tested, 0.18% active; Rap guanine nucleotide exchange factor 4 (Homo sapiens), Q8WZA2; further: potency means the concentration at half of the fitted maximal effect; on the % scale 0 is the no-effect control and ±100 the full control effect; nearly all actives have a fitted effect of over 45% in size; many of its hits are not listed in these tables
# Target sequence (Q8WZA2 whole entry, looked up): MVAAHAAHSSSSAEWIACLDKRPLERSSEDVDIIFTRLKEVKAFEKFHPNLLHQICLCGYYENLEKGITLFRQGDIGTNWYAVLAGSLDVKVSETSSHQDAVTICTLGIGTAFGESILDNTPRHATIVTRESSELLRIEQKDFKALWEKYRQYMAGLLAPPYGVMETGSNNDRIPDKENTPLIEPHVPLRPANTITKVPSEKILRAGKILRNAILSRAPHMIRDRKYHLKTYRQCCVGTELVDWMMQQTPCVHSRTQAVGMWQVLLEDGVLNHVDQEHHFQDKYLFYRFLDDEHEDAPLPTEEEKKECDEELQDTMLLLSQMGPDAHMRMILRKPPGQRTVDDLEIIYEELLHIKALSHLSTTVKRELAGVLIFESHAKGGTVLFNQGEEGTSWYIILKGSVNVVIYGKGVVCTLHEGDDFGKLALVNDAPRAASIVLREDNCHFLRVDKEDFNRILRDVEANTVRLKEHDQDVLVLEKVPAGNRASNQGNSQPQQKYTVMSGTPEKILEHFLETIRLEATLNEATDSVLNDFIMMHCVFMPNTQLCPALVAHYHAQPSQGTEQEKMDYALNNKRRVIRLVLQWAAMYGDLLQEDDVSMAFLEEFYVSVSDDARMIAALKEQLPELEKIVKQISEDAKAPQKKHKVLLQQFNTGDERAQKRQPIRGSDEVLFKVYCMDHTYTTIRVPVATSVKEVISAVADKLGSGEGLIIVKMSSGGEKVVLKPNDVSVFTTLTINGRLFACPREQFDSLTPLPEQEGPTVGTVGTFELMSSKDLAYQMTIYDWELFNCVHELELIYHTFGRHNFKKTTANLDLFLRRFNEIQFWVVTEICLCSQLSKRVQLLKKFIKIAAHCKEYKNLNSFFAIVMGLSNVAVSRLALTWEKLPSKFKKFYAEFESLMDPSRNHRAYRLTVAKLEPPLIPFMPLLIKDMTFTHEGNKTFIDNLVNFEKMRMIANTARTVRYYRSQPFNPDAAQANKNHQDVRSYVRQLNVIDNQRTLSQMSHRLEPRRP
# EPAC1 ag = qHTS for Agonist of cAMP-regulated guanine nucleotide exchange factor 3 (EPAC1): primary screen. EPAC1 agonist qHTS, biochemical assay; response scale: 100% = response to 6.5 mM cAMP. Potency, µM (titrated, usually from 154 µM), inactives show at the highest dose activation, actives largely listed as activators. 360,000 tested, 0.073% active. AID 720707, 2013; further: potency means the concentration at half of the fitted maximal effect; nearly all actives have a fitted effect of over 60% in size
#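 Nucleotide exchange by EPAC1 (100 nM) on Rap1B–BODIPY-GDP (250 nM) in the presence of 50 uM GDP is tracked fluorescently at 480/540 nm over 30 min. Signals are normalized to a 6.5 mM cAMP control.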
# PLK1 PBD inh = qHTS for Inhibitors of PLK1-PDB (polo-like kinase 1 - polo-box domain): Primary Screen; 360,000 tested, 2.8% active; Plk1 PBD binding of FITC phosphopeptide, fluorescence polarization; Serine/threonine-protein kinase PLK1 (Homo sapiens), P53350; AID 720504, 2013; Potency, µM, inactives show max response, negative = inhibition, most hits filed as inhibitors; further: potency means the concentration at half of the fitted maximal effect; series mostly up to about 57 µM; on the % scale 0 is the no-effect control and ±100 the full control effect; nearly all actives have a fitted effect of over 65% in size
# CCT chaperon mod = High-Throughput Screening for Modulators of Cytosolic Chaperonin Activity. purified chaperonin ATPase assay, HTRF ADP detection, 30 min. activity change, % (concentration not given with the values), hits read low. 360,000 tested, 0.3% active. AID 651819, 2012; in the data active means activity change below about -30%; further: on the % scale 0 is the no-effect control and ±100 the full control effect
#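 TRiC at 40 or 20 nM final (batch-dependent) in 30 mM Tris pH 7.4, 100 mM KCl, 5 mM MgCl2, 1 mM DTT, with compound at single 76 uM and 10 uM ATP, 30 min at 37 deg C. ADP detected by HTRF Transcreener, 665/615 ratio.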
# WRN inhibitor = qHTS for Inhibitors of WRN Helicase; Bifunctional 3'-5' exonuclease/ATP-dependent helicase WRN (Homo sapiens), Q14191; WRN helicase unwinding, fluorescent forked duplex, kinetic; Potency, µM (highest dose often 114 µM), for the others: at the top dose activity change, negative = inhibition, hits mostly inhibitors; 360,000 tested, 0.46% active; AID 651768, 2012; further: potency means the concentration at half of the fitted maximal effect; on the % scale 0 is the no-effect control and ±100 the full control effect; nearly all actives have a fitted effect of over 55% in size
#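 Primary qHTS, 1536-well format. 20 nM WRN + compound, 15 min RT; start with 100 nM forked fluorophore/quencher duplex, 2 mM ATP (final); kinetic read ex 525/em 598 nm.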
# Starred values were filed as active, the others as inactive; ? = inconclusive; . = no result given; [ ] = dose if it differs, or a comment. Unless noted, the call rests on the fitted dose curve; in most records, active means well fitted curve in the direction sought with a large enough effect; inconclusive means small, poorly fitted or top-dose-only effect, or another doubt; inactive means no such curve, though single readings can be large; an effect the other way counts as inactive or inconclusive.
1. COc1ccc(OCC(=O)OCC(=O)NCC2CCCCC2)cc1
2. CC(=O)Nc1cccc(-c2ccnc3c2CC(C)(C(=O)NC(C)C)O3)c1 (centres undefined)
3. COc1ccc(NC(=O)c2cc(-c3ccccc3)on2)cc1OC
4. O=C(Nc1ccc(Cl)c(S(=O)(=O)Nc2ccccc2Cl)c1)c1cccs1
5. Cc1ccc(NC(=O)CSc2n[nH]c(-c3cccnc3)n2)c(Br)c1
6. Cc1cc(C)c2nc(N3CCC(C(=O)NCCN4CCOCC4)CC3)sc2c1
7. Cc1ccc2nsnc2c1S(=O)(=O)Nc1ccccc1C(=O)O
8. CC(C)c1nnc(SCC(=O)NC2CCCCC2)n1C

assay / compound	1	2	3	4	5	6	7	8
PI5P4Ka inh	4	-2	7	3	-8	-10	-2	0
EPAC1 antagonist	1%	2%	-10%	-28%	-4%	-14%	-22%	10%
MmCpn inh	-1%	.	-1%	1%	0%	2%	0%	0%
EPAC2 antag	6%	4%	4%	-3%	-3%	1%	-6%	18%
EPAC1 ag	-2%	6%	-1%	2%	4%	-15%	-10%	-2%
PLK1 PBD inh	-14%	-3%	-5%	-12%	-4%	?	-24%	2%
CCT chaperon mod	-0.2	-0.1	2.1	1.2	0.8	-1.4	-0.3	0.6
WRN inhibitor	2%	4%	0%	-34%	-1%	-1%	12%	5%

9. CCN1C(=O)/C(=C/C=C2/CCCN2C)OC1=S
10. C=CCOCCN1C(=O)C2C(c3ccccc3)C=CC(c3ccccc3)C2C1=O (centres undefined)
11. CCOC(=O)[C@H]1CCC[C@@H](NS(=O)(=O)c2ccc(NC(C)=O)cc2)C1
12. O=S(=O)(NCC1CCCO1)c1ccc(Br)s1 (centres undefined)
13. CCOC(=O)C1CCN(S(=O)(=O)c2ccc3c(c2)CCCN3C(C)=O)CC1
14. Cc1sc(NC(=O)CN(CCc2ccccc2)C(=O)C2CC2)c(C(N)=O)c1C
15. Cc1ccc(-c2cc(-c3cccc(F)c3)n[nH]2)c(O)c1
16. C=CCn1c(N(C)C)nc2c1c(=O)[nH]c(=O)n2C

assay / compound	9	10	11	12	13	14	15	16
PI5P4Ka inh	-3	-3	-8	-5	6	2	3	-6
EPAC1 antagonist	1%	-13%	5%	3%	11%	7%	-26%	-13%
MmCpn inh	-1%	.	?	-1%	0%	-1%	0%	0%
EPAC2 antag	18%	3%	13%	-4%	8%	4%	-17%	2%
EPAC1 ag	-2%	11%	8%	2%	-12%	-7%	24%	-2%
PLK1 PBD inh	21%	-13%	-7%	0%	-11%	-3%	-5%	-18%
CCT chaperon mod	-0.1	-0.4	0.2	1.4	0.1	-0.2	0.7	-3.9
WRN inhibitor	-1%	-19%	-18%	-5%[57.1 µM]	13%	1%	-9%	4%

# Exported with two lines to a compound: part of the list above
# Values run as follows: PI5P4Ka inh, EPAC1 antagonist, MmCpn inh, EPAC2 antag, EPAC1 ag, PLK1 PBD inh, CCT chaperon mod, WRN inhibitor
12) O=S(=O)(NCC1CCCO1)c1ccc(Br)s1 (centres undefined)
 : -5, 3%, -1%, -4%, 2%, 0%, 1.4, -5%[57.1 µM]
13) CCOC(=O)C1CCN(S(=O)(=O)c2ccc3c(c2)CCCN3C(C)=O)CC1
 : 6, 11%, 0%, 8%, -12%, -11%, 0.1, 13%
14) Cc1sc(NC(=O)CN(CCc2ccccc2)C(=O)C2CC2)c(C(N)=O)c1C
 : 2, 7%, -1%, 4%, -7%, -3%, -0.2, 1%
15) Cc1ccc(-c2cc(-c3cccc(F)c3)n[nH]2)c(O)c1
 : 3, -26%, 0%, -17%, 24%, -5%, 0.7, -9%

# Later entries:
17. O=C(NCc1cccc(OC(F)(F)F)c1)C1CCC(=O)N(Cc2cccc(F)c2)C1 (centres undefined)
18. O=C(NC1CCC1)C1CCC(=O)N(Cc2ccc(Cl)cc2)C1 (centres undefined)
19. CCOC(=O)N1CCC(NC(=O)c2cnc3n(c2=O)CCS3)CC1
20. CCOc1ccc(NC(=O)c2cnc3scc(C)n3c2=O)cc1
21. CCN(CC(=O)Nc1sc2c(c1C#N)CCC(C)C2)CC(=O)NC1CCS(=O)(=O)C1 (centres undefined)
22. Cc1ccc(NC(=O)CN2C(=O)NC3(CCCCCCC3)C2=O)cc1C
23. Cc1cc(C)c2c(CC(=O)NCc3ccco3)coc2c1
24. O=C(CCCN1C(=O)CCC1=O)Nc1ccccc1F

assay / compound	17	18	19	20	21	22	23	24
PI5P4Ka inh	0	3	0	7	1	-4	.	.
EPAC1 antagonist	3%	14%	28%	-11%	-10%	1%	-7%	7%
MmCpn inh	0%	.	-11%	-1%	0%	3%	-1%	0%
EPAC2 antag	5%	1%	0%	-8%	1%	0%	1%	0%
EPAC1 ag	-14%	2%	-2%	4%	-9%	-5%	0%	5%
PLK1 PBD inh	-3%	2%	-28%	-3%	-17%	3%	-5%	?
CCT chaperon mod	-2.7	1.3	-0.8	1.7	-0.8	-6.1	1.0	-9.8
WRN inhibitor	-1%	16%	-7%	-6%	1%	3%	-3%	-3%

25. COc1ccc(CNC(=O)C(C)c2ccc([N+](=O)[O-])cc2)cc1 (centres undefined)
26. CC(=O)C(=Cc1ccc(C(=O)O)cc1)C(C)=O
27. CCCCn1nc(NC(=O)c2cccs2)c2cc3cc(OC)ccc3nc21
28. Cn1c(=O)c2c(-c3cccc(Br)c3)c(C#N)c(N)nc2n(C)c1=O
29. CCOC(=O)Cc1ccc(NC(=O)c2ccc(C(C)(C)C)cc2)cc1
30. CCOc1ccc(NC(=O)C2=NN(c3ccccc3)C(=O)CC2)cc1S(=O)(=O)N1CCCCC1
31. O=C1CC2(CCCCC2)Oc2ccccc21
32. Cc1cccc(C)c1NC(=O)CNC(=O)c1cnccn1

assay / compound	25	26	27	28	29	30	31	32
PI5P4Ka inh	4	-6	-11	1	-26	-4	-5	-8
EPAC1 antagonist	-30%	10%	-21%	-1%	-3%	1%	4%	-3%
MmCpn inh	2%	2%	-7%	0%	2%	?	.	0%
EPAC2 antag	-16%	2%	4%	-12%	-12%	-13%	?	-8%
EPAC1 ag	-6%	3%	10%	10%	1%	9%	7%	16%
PLK1 PBD inh	-4%	-9%	0%	-11%	5.3µM*	2%	-1%	-8%
CCT chaperon mod	-0.9	-1.7	1.6	-4.5	1.9	0.4	2.4	-7.7
WRN inhibitor	-9%	-3%	-18%	2%	-6%	-6%	-3%	-27%

33. NC(=O)c1nn(-c2ccccc2)nc1NC(=O)CN1CCCC1
34. COc1ccc(N=Nc2c(N)nn(C)c2N)cc1
35. COCCN1CSC(=S)N(Cc2ccco2)C1
36. Cc1cccn2c(=O)nc(SCC(=O)N3CCC(C)CC3)nc12
37. COc1ccccc1Nc1nc2ccccc2[nH]1
38. CN=C1S/C(=C\c2ccc(N3CCOCC3)cc2C)C(=O)N1C
39. Cc1ccc(C(=O)CCC(=O)OCC(=O)NNC(=O)c2ccc([N+](=O)[O-])cc2)cc1
40. CC[N+](C)(C)c1cccc(O)c1

assay / compound	33	34	35	36	37	38	39	40
PI5P4Ka inh	1	-3	.	2	4	5	2	-3
EPAC1 antagonist	3%	12%	0%	-6%	-7%	-2%	-17%	7%
MmCpn inh	-2%	.	0%	-3%	-3%	0%	2%	-25%[15.4 µM]
EPAC2 antag	0%	2%	0%	6%	-1%	6%	-12%	-2%
EPAC1 ag	5%	-3%	2%	8%	3%	-2%	4%	-6%
PLK1 PBD inh	-7%	0%	17µM*	5%	3%	4%	-6%	3%
CCT chaperon mod	-3.6	-1.6	-0.1	-1.1	-2.2	-2.0	0.3	-0.4
WRN inhibitor	-7%	-6%	?	-6%	-11%	-7%[57.1 µM]	0%	7%

41. Cc1ccc(CC(=O)N(Cc2ccccc2)c2ccccn2)cc1
42. Cc1ccc(OCCC(=O)NCCc2ccc(S(N)(=O)=O)cc2)cc1
43. O=C(NCCN1CCOCC1)c1ccccc1Oc1ccccc1
44. Cc1ccc(C(=O)Nc2ccnc(-c3ccncc3)n2)cc1
45. Cc1ccc(-n2c(O)c(C=Nc3ccccc3-c3n[nH]c(=S)[nH]c3=O)c3ccccc3c2=O)c(C)c1
46. CO[C@@H]1O[C@@H]2COC(c3ccccc3)O[C@@H]2[C@@H](OC)[C@@H]1O (some centres undefined)
47. O=C1CCCC2=C1C1(CCCC1)N=C(Nc1nc3ccccc3o1)N2
48. C=CCn1c(CNC(=O)c2cccs2)nnc1SCC(=O)Nc1ccc(C(=O)O)cc1

assay / compound	41	42	43	44	45	46	47	48
PI5P4Ka inh	0	6	-2	-5	-20	-2	.	-63*
EPAC1 antagonist	-8%	4%	-1%	-17%	15%	12%	-8%	-1%
MmCpn inh	0%	-1%	-2%	2%	2%	1%	1%	-4%
EPAC2 antag	-13%[57.1 µM]	4%	-1%	6%	-10%	3%	0%	3%
EPAC1 ag	-1%	-5%	-5%	-2%	-12%	1%	13%	-5%
PLK1 PBD inh	-2%	7%	1%	3%	27µM*	0%	.	-10%
CCT chaperon mod	0.3	0.6	-0.7	0.5	1.6	-2.3	.	-8.2
WRN inhibitor	1%	3%	-2%	-12%[57.1 µM]	0%	1%	.	7%

49. Cc1[nH]c2nc3ccccc3n2c(=O)c1CCC(C)C
50. Cn1c(N)c(C(=O)COC(=O)CCOc2ccc(C(C)(C)C)cc2)c(=O)n(C)c1=O
51. CCN(CC)CCCN(Cc1cc2cc3c(cc2[nH]c1=O)OCO3)C(=S)NC
52. CC(C)c1ccc(OCC(=O)NC2CC(C)(C)NC(C)(C)C2)c(Br)c1

assay / compound	49	50	51	52
PI5P4Ka inh	-4	3	1	-1
EPAC1 antagonist	10%	-18%	-6%	13%
MmCpn inh	0%	-1%	-1%	0%
EPAC2 antag	-1%	?	6%	-4%
EPAC1 ag	2%	-2%	4%	10%
PLK1 PBD inh	12%	-3%	-1%	-7%
CCT chaperon mod	-2.7	1.7	0.6	1.6
WRN inhibitor	6%	-7%	16%	-1%

# Only part of the results is shown. The share of hits here may be higher or lower than overall.
